# Screening data as filed in PubChem BioAssay.
# GalR3 antag – GalR3 antagonists in HEK293 cells, primary screen, cell-based, fluorescence readout; HEK293 GalR3-CNG cAMP membrane potential fluorescence; galR3 body fused to GalR1 C-terminus; actives 0.44% (n = 360,000); AID 651719, 2012; inhibition, % at 3 µM; Galanin receptor type 3 (Homo sapiens), O60755;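 active = inhibition above the screen-wide average plus 3 SD, cut at about 13% in these data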;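 note: forskolin and galanin both at EC90 stimulate the cells; cAMP rise reported by CNG channel membrane potential dye signal; 0% = forskolin plus galanin with DMSO and 100% = forskolin alone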
# Target sequence (O60755 1-299 limits assumed): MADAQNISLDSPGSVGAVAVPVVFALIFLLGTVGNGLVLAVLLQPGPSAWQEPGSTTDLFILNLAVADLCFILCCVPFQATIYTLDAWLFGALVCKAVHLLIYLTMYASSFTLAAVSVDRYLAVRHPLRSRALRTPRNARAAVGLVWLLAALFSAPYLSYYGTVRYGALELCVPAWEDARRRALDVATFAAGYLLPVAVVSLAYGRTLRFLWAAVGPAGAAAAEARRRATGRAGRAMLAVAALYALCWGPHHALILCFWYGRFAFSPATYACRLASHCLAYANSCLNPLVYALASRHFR
# Numbers without * were called inactive. A portion of the library (hit frequency here may not be typical).
SMILES,GalR3 antag
CC(C)(C)Cc1c(C2CCCCC2)nc2ccc(Br)cn12,-8.0
COc1ccc(Cn2cc(CN3CC(N(C)C)CS3(=O)=O)nn2)cc1 (configuration not stated),-6.7
CCCCc1c(-c2ccccc2OC)ncn1CCc1ccccc1OC,-11.0
COCCNC(=S)N(C)[C@H]1C[C@H]2c3[nH]c4ccccc4c3CCN2C(=O)[C@H]1[C@H](C)O,-1.1
COCCNc1nc2cc(-c3ccccc3C)sc2c(=O)n1C,-4.2
CCc1nc2c(OCC3COc4ccccc4O3)cccn2c1N(C)C(=O)c1ccccc1F (configuration not stated),-4.3
CN(CCO)c1ccc2c(c1)OC[C@@H](Cc1ccccc1)NS2(=O)=O,-4.8
COC(=O)[C@@]1(C(C)C)N=C(c2cc(OC)c(OC)c(OC)c2)[C@]2(O1)C(=O)N(C)c1ccc(Br)cc12,-6.2
CC(C)NC(=O)C1(C)CSCC(=O)N1CCCn1ccnc1 (configuration not stated),1.2
CCc1nc2ccc(C(=O)NCCCN(C)C)cn2c1N(CC)CCOC,2.4
C(CCN1CCOCC1)CN1CCOCC1,-8.3
CCOC(=O)C1CCCN(C(=O)c2ccccc2OC(F)(F)F)CC1 (configuration not stated),-6.5
CCOC(=O)[C@]12CCC=C1N(Cc1ccccc1)C(=O)[C@H](CC(=O)NCCC(C)C)C2,-3.6
COC(=O)[C@@]1(Cc2ccc(F)cc2)[C@H]2c3cc(C(=O)N4CCCC4)n(Cc4cc(C)n(C)n4)c3C[C@H]2CN1C(=O)c1ccccc1,-6.3
CCCCCCCCN1C(=O)[C@H](CC(=O)N2CCOCC2)C[C@@]2(C(=O)OC)CCCCC=C12,-6.2

# Of the compounds above, three contain a carbonyl joined to an NH by a bond outside any ring:
SMILES,GalR3 antag
CC(C)NC(=O)C1(C)CSCC(=O)N1CCCn1ccnc1 (configuration not stated),1.2
CCc1nc2ccc(C(=O)NCCCN(C)C)cn2c1N(CC)CCOC,2.4
CCOC(=O)[C@]12CCC=C1N(Cc1ccccc1)C(=O)[C@H](CC(=O)NCCC(C)C)C2,-3.6

# (more compounds)
SMILES,GalR3 antag
CC(=O)Nc1cc(-c2cccnc2)cn2c(-c3ccc(F)cc3)cnc12,-3.7
Cc1cc(C(=O)N2CCCC2(C)C(=O)NCC(C)C)nn1C(C)(C)C (configuration not stated),-7.0
COc1cccc(C(O)c2ncc(-c3cccc(F)c3)[nH]2)c1 (configuration not stated),3.2
Cc1cccnc1C(NC(=O)C1CCN(CCOc2ccc(Cl)cc2Cl)CC1)c1ccc(Cl)cc1 (configuration not stated),-9.5
C[C@@H]1CNC(=O)c2c(C(=O)NC3CCN(C(=O)OC(C)(C)C)CC3)ncn21,-3.9
CC1(C(=O)NS(=O)(=O)Cc2cccc(Cl)c2)CCN1C(=O)C/C=C/c1ccccc1 (configuration not stated),-4.5
O=C(NC(c1ccc(-c2ccccc2)cc1)c1cnccn1)C1CCN(Cc2cccs2)CC1 (configuration not stated),-6.7
Cc1nc2c(OCc3cc(Cl)cc(Cl)c3)cccn2c1N(C)C(=O)CCC1CCCC1,-6.8
COc1ccc(CNc2nn3c(-c4cccc(C(=O)N(C)C)c4)cnc3s2)cc1,-6.0
Cc1[nH]c2ccccc2c1CC(=O)Nc1ccc(Nc2cccnc2)c(-c2cc(C(F)(F)F)cc(C(F)(F)F)c2)c1,-8.8
COC(=O)C1=C(C)N(C)C(=NCC2CC2)NC1c1ccc(Cl)cc1 (configuration not stated),-5.3
COc1ccccc1N1CCN(C2C(=O)Nc3ccccc3-n3nnnc32)CC1 (configuration not stated),-6.1
Cc1cc(S(=O)(=O)NC(=O)[C@H]2O[C@@H](n3ccc(=O)[nH]c3=O)[C@H](O)[C@@H]2O)ccc1Br,-6.8
CCCCNC(=O)C[C@@H]1C[C@@]2(C(=O)OC)CCCCC=C2N(Cc2cccc3ccccc23)C1=O,-1.6
COc1ccccc1-c1cc(NC=O)c2ncc(-c3ccc(S(C)(=O)=O)cc3)n2c1,13.7*
COCC(=O)N[C@H]1CC[C@@H](CC(=O)NCc2ccccc2OC)O[C@@H]1CO,7.1
CCCCNC(=O)C1(C)CCCCN1C(=O)c1cc(OC)ccc1Br (configuration not stated),-3.1
CCOc1ccc(CCN2C(=O)C(=O)N([C@@H](Cc3ccccc3)CN3CCC[C@H]3CN3C(=O)C(=O)NC[C@@H]3Cc3ccc(O)cc3)C[C@@H]2Cc2ccc(O)cc2)cc1,-4.4
COc1ccccc1-c1cnc(C(O)c2cc(C)ccc2C)[nH]1 (configuration not stated),-3.7
c1ccc2c(c1)oc1c(-c3ccc4nccn4c3)cccc12,-4.2
COc1cc2c(cc1OC)C(C(=O)O)C(c1ccc3c(c1)OCO3)N(C)C2=O (configuration not stated),-5.7
C[C@H](CO)N1C[C@H](C)[C@@H](CN(C)C(=O)Nc2ccccc2)OCc2cn(nn2)CCCC1=O,-2.7
CCC(=O)N1CCC(C)(C(=O)Nc2cc(OC)c(OC)c(OC)c2)C1 (configuration not stated),-6.3
COC(=O)c1ccc2nc(-c3cccc(Br)c3)c(Cc3ccc(OC)cc3C)n2c1,-7.1
CCCCNC(=O)C[C@@H]1C[C@@]2(C(=O)OCC)CCC=C2N(Cc2ccc3c(c2)OCO3)C1=O,-2.6
CCCCNC(=O)C1C(c2ccc(OC)cc2)=Nc2ccccc2N1C(=O)Cc1cc(OC)cc(OC)c1 (configuration not stated),-8.9
CC(=O)Nc1cccc(-c2csc(C(O)c3ccccc3)n2)c1 (configuration not stated),-1.7
CCOC(=O)C1(C)CCCN(C(=O)c2ccc(C#N)cc2)C1 (configuration not stated),-3.1
CC1(C(=O)Nc2ccc(Cl)c(Cl)c2)CCN1Cc1cc2ccccc2o1 (configuration not stated),-7.3
CCc1nc2ccc(C(=O)Nc3cccc(OC)c3)cn2c1N(CC)Cc1cccc(Br)c1,-8.4
Nc1[nH]c(C(=O)c2ccc(Br)cc2)c(-c2ccc(Cl)cc2)c1C(=O)NCCc1c[nH]c2ccccc12,-4.5
COc1ccc(C2Nc3cccc(O)c3C(=O)N2Cc2ccccc2)cc1COc1ccc(NC(C)=O)cc1 (configuration not stated),-6.9
COc1cccc(C(=O)NCCN2CCC(n3c(=O)[nH]c4ccccc43)CC2)c1,-5.9
Cc1ccc(F)c(S(=O)(=O)NC(=O)C2(C)CCN2C(=O)CC2CCCCC2)c1 (configuration not stated),-3.2
CNc1nc(-c2ccccc2)c2sccc2n1,-5.5
COc1ccc(CCCNC(=O)C2Cc3c(-c4ccc5c(c4)OCO5)ccnc3O2)cc1 (configuration not stated),-7.2
COc1ccc(CN2C(=O)c3ccccc3C2c2nnnn2Cc2ccccc2)cc1 (configuration not stated),-5.7
COC(=O)C1=C(C)N(Cc2ccccc2)C(=S)NC1c1cccc(OC)c1 (configuration not stated),-3.4
Cc1cccc(OCCCN2CCC(C(O)(c3ccccc3)c3ccccc3)CC2)c1,-9.8
CCCCN(C)c1c(C)nc2ccc(C(=O)NC3CCN(C)CC3)cn12,-2.6
CC1(C(=O)NS(=O)(=O)c2ccccc2)CCN1C(=O)COc1ccc(Cl)cc1 (configuration not stated),0.9
OC[C@@H]1CN(Cc2cccc(C(F)(F)F)c2)C[C@H](n2cnc3c(NCc4ccco4)ncnc32)O1,-5.6
COc1ccc(OC)c(NC(=O)C2(C)CCN2C(=O)CCC2CCCC2)c1 (configuration not stated),-7.5
CCCCC(=O)N(C)c1c(CC)nc2c(OCC(=O)c3ccc(Cl)cc3Cl)cccn12,-1.6
O=C1C(=Cc2ccc(F)cc2)CCc2ccccc21,-7.1
O=S1(=O)C[C@@H](N2CC[C@@H](O)C2)[C@H](COCc2ccccc2)N1,-3.3
CCOC(=O)C(=O)N(C)c1c(CC)nc2c(OCCC3CCCCC3)cccn12,-8.2
CCCOc1ccc(F)cc1-c1cc(C(=O)Nc2ccc(C)c(NS(C)(=O)=O)c2)[nH]n1,-7.8
CCCCS(=O)(=O)N1CCCc2nc(-c3ccc(Br)cc3)ccc21,-0.9
Cc1cnc(CNC(=O)c2ccc3sc([C@H]4C[C@H](O)[C@@H](CO)O4)nc3c2)cn1,5.4
CCCCn1nnnc1C(c1cccc2ccccc12)N1CCN(C/C=C/c2ccccc2)CC1 (configuration not stated),-6.9
CN1CCCCC(NC(=O)C23CC4CC(CC(C4)C2)C3)C1=O (configuration not stated),0.0
OC1c2cc(Cl)cc(Cl)c2N=C2CCCN21 (configuration not stated),-0.3
CC(C)n1nnnc1C1c2ccccc2C(=O)N1CCOc1ccccc1 (configuration not stated),-5.7
COc1ccc(OC)c(NC(=O)C2(C)CCN2C(=O)C2(c3ccc(Cl)cc3)CCC2)c1 (configuration not stated),-0.9
COC(=O)CC#C[C@H](C)[C@@H](NS(=O)(=O)c1ccc(C)cc1)C1CCCCC1,-7.3
CN(Cc1ccccc1)C(=O)c1ccc(Nc2nc(CN)cs2)nc1,6.8
COc1ccc(C2CC(=O)C(c3ccc(C(C)=O)cc3)=CN2Cc2ccccc2)cc1 (configuration not stated),-8.4
COc1ccc(-c2csc(C(C)(O)c3ccccc3)n2)cc1 (configuration not stated),-7.5
COc1cc(C)ccc1S(=O)(=O)NC(=O)C1(C)CCN1C(=O)c1ccc(C(F)(F)F)nc1C (configuration not stated),-1.1

# Next section
SMILES,GalR3 antag
COC(=O)[C@@]1(Cc2ccc(F)cc2)[C@H]2c3cc(C(=O)N4CCCC4)n(Cc4ccccc4)c3C[C@H]2CN1C(=O)c1ccccc1,-7.7
CC1(C(=O)Nc2cnc3ccccc3c2)CCN1Cc1ccc2c(c1)OCCO2 (configuration not stated),-0.6
COC(=O)C1(C(=O)OC)c2ncccc2N(S(=O)(=O)c2ccc(C)cc2)C1CC(=O)c1ccccc1 (configuration not stated),-7.4
COc1ccc(CNC(=O)c2cn(Cc3ccccc3OC)c(=O)s2)cc1,-2.2
CC(C)(C)OC(=O)Nc1ccccc1-n1nnnc1C(C(=O)c1ccc(F)cc1)N1CCN(c2ccccn2)CC1 (configuration not stated),0.2
COc1ccc(-c2nc(NCCN(C)C)nc3ccsc23)c(C)c1,-7.7
O=C(NCc1ccccc1)c1cc(C2COCCN2C(=O)c2ccc(Cl)cc2)on1 (configuration not stated),-6.7
CC(C)C[C@@H]1COc2cccc(N3CCN(Cc4ccccc4F)CC3)c2S(=O)(=O)N1,-6.1
COc1ccc(OC)c(CN2C(=O)c3ccccc3C2c2nnnn2C(C)C)c1 (configuration not stated),-7.3
CCOc1ccc(Cl)cc1-c1cc(C(=O)NCc2cccs2)[nH]n1,-4.3
O=S1(=O)C=C(Sc2ccc(Cl)cc2)c2ccccc2C1Cc1ccc(F)cc1 (configuration not stated),-7.2
CC(=O)Nc1ccc(-c2ccnc3c2CC(C)(C(=O)NCc2ccc(N(C)C)cc2)O3)cc1 (configuration not stated),-5.5
N#Cc1ccc(C(C(=O)NCc2ccccc2)n2c(=O)c(-c3cc4ccccc4[nH]3)nc3ccccc32)cc1 (configuration not stated),-7.8
CCOc1cc(OCC)cc(C(=O)NCCN2CCC(n3c(=O)[nH]c4ccccc43)CC2)c1,-8.8
O=C(Nc1cccc(Cl)c1Cl)c1csc([C@@H]2O[C@H](CO)[C@@H](O)[C@H]2O)n1,-5.4
CCCNC(=O)C1(C)CCN(C(=O)c2ccccc2F)C1 (configuration not stated),-7.8
COC(=O)c1ccc(NS(=O)(=O)c2c(C)nc3sccn3c2=O)cc1,8.0
Cc1ccc(-c2nc3ccc(Cl)cn3c2Cc2cccc(Cl)c2)cc1,-5.4
O=C(Nc1ccc2c(c1)OCCO2)C(c1cc2ccccc2o1)N1CCC(Cc2ccccc2)CC1 (configuration not stated),-5.1
CCCc1nc2c(C)cc(Br)cn2c1Cc1ccccc1C(F)(F)F,-6.7
CCOC(=O)C1=C[C@@H](C(C)(C)C)N(S(=O)(=O)c2ccc(C)cc2)[C@H]1c1ccccc1Cl,-6.5
CC1(C(=O)Nc2cccc(C#N)c2)CCN1C(=O)c1ccccc1CCc1ccccc1 (configuration not stated),-8.5
CCCCC(=O)N(C)c1c(C)nc2ccc(C(=O)Nc3cccc(NS(C)(=O)=O)c3)cn12,-0.7
Cc1cc(N2CCNC[C@@H]2C)ccc1N1C[C@@H](C)O[C@@H](C)C1,-6.1
COc1ccc(C(C(=O)NC(C)(C)C)n2c(=O)c(-c3ccccc3)nc3ccccc32)cc1 (configuration not stated),-9.5
COC(=O)[C@]12C[C@H](CC(=O)NCc3cccs3)C(=O)N(Cc3ccc4c(c3)OCO4)C1=C[C@H](C(C)(C)C)O[C@@H]2C,-7.0
CC(=O)Nc1ccc(CNc2nc(NC(C)C)nc3cc(-c4ccccc4)sc23)cc1,-6.1
CC(=O)C1=C(C)N(Cc2ccc(Br)cc2)C(=S)NC1c1cccc(Cl)c1 (configuration not stated),-8.9
CCOC(=O)[C@]12CCCC=C1N(CCc1ccc(OC)c(OC)c1)C(=O)[C@H](CC(=O)NCc1ccccc1)C2,-3.6
CC1(C(=O)Nc2ccc(Cl)c(C(F)(F)F)c2)Cc2c(-c3ccc4c(c3)OCO4)ccnc2O1 (configuration not stated),-8.2
CCCCCCCCN1C(=O)[C@@H](CC(=O)NCc2ccc(OC)c(OC)c2)C[C@@]2(C(=O)OC)C1=C[C@H](C1CCCC1)O[C@@H]2C,-6.7
COc1ccc(CNC(=O)C2Cc3c(-c4cccc(F)c4)ccnc3O2)cc1OC (configuration not stated),-8.3
CC(CNC(=O)[C@H]1O[C@@H](n2cnc3c(=O)[nH]c(N)nc32)[C@H](O)[C@@H]1O)c1ccccc1 (some centres not stated),0.2
Cc1ccc2ccccc2c1C(O)c1ncc(-c2ccc(C(F)(F)F)cc2)[nH]1 (configuration not stated),-1.1
